APP 5UTR inh – APP translation inhibition. inhibition, % at 2 µM. AID 1285. hit rate 0.82% among 190,000. SH-SY5Y APP 5'UTR-luciferase reporter, luminescence;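 active means inhibition above a set limit, derived from the sample mean plus 3 SD, cut at about 45% in these data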; further: values of inactives mirror those of a sister screen read the other way
L major viab – reduces viability of Leishmania major promastigotes; resazurin fluorescence viability; inhibition, % at 10 µM; hit rate 9% among 200,000; AID 1063; in the data active means inhibition above about 50%;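 further: promastigotes grown with compound for 44 hours at 28 °C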
bIAP inh – intestinal alkaline phosphatase (bovine) inhibition. purified bovine IAP, CDP-star luminescence, 30 min. 190,000 tested, under 10 active. inhibition, % at 20 µM;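 active means over 50% inhibition of intestinal alkaline phosphatase at 20 µM in the single-dose screen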
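test system = bovine IAP enzyme | medium = DEA buffer 100 mM, pH 9.8, with MgCl2 1.0 mM, ZnCl2 0.02 mM | detection = luminescence | dosing = single compound dose of 20 µM, 2% DMSO final | incubation = 30 min reaction at room temperature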
TNAP inh no acc – TNAP (human) inhibition, acceptor-free conditions; P05186; inhibition, % at 20 µM; AID 1012; purified TNAP, CDP-star luminescence, 30 min; hit rate 0.26% among 200,000;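 active means tissue-nonspecific alkaline phosphatase inhibition above about 50% at 20 µM in the single-dose screen, limit read from the data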;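 further: 0% = DMSO negative control and 100% = EDTA positive control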
Target sequence (P05186 whole entry, looked up): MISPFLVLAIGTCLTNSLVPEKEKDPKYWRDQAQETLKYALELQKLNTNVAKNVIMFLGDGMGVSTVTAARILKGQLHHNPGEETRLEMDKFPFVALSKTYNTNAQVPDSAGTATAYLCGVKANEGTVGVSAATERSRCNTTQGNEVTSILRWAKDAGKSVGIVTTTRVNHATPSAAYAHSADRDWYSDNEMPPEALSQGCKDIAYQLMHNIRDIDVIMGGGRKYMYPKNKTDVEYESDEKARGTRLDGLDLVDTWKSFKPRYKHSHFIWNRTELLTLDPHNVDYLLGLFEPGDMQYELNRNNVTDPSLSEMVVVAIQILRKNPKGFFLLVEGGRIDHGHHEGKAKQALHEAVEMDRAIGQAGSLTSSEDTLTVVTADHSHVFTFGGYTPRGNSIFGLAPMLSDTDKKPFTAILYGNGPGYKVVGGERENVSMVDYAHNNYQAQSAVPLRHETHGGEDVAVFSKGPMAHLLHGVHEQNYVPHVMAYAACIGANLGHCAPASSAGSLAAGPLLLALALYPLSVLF
bIAP act – intestinal alkaline phosphatase (bovine) activation | activation factor at 20 µM | hit rate 0.17% among 200,000 | AID 1016 | purified bovine IAP, CDP-star luminescence, 30 min; hits give high values; fold of DMSO-control signal, blank-subtracted;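 active means activation factor of 2 or more at 20 µM, a signal rise over negative controls twice the positive control's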
RAM inhibit – blocks the yeast RAM network; S. cerevisiae dse1pr::URA3 reporter, 5-FOA growth OD615, 2 d; analog-sensitive cbk1-as2 kinase mutant strain; inhibition, % at 50 µM; hit rate 1.8% among 190,000; AID 868;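 active means inhibition above a set limit, 3 SD over mean compound inhibition, cut at about 8.4% in these data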;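 further: 0% = DMSO-only wells with no growth and 100% = 10 µM 1-NA-PP1 full growth; inhibition rescues growth on 5-FOA so higher OD means more RAM inhibition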
TNAP act hi DEA – activators of human TNAP at high phosphate acceptor concentration | AID 1136 | purified TNAP, CDP-star luminescence, 1 M DEA, 30 min; hits give high values; 0 = EDTA background, 1 = DMSO-only activity | 200,000 tested, under 10 active | activation factor at 20 µM | P05186;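 active means activation factor at least 2 at 20 µM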
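Test system – human TNAP · Doses – 20 µM single point · Incubation – 30 min, room temperature · Signal – luminescent substrate turnover signal · Read-out basis – activation factor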
FLuc stim CS – affects firefly luciferase, flagging false hits in luciferase stimulation screens; 200,000 tested, under 10 active; activation factor at 10 µM; ATPlite luciferase biochemical, luminescence, 10 min; 0 = ATP-free wells, 1 = DMSO control; P08659;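 active means luciferase activation factor, scaled between plate controls, of at least 2 with compound at 10 µM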
Target sequence (P08659 whole entry, looked up): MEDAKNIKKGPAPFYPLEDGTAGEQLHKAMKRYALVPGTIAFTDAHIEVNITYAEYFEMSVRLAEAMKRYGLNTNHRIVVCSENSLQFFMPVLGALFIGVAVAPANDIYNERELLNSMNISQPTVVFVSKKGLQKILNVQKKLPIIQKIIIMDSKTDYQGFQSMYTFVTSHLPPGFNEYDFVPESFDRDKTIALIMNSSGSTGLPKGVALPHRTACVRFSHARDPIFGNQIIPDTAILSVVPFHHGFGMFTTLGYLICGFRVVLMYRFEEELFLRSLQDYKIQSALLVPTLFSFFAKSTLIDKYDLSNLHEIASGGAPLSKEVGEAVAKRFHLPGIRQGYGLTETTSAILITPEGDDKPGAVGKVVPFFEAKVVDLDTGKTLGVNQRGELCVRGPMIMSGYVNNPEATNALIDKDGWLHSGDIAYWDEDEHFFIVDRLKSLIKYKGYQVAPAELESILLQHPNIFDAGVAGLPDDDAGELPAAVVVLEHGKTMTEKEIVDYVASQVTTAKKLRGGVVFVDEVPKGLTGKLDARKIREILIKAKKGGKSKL
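Assay system: Luciferase/luciferin detection reagent, cell-free biochemical luciferase assay / Also added: ATP substrate / Schedule: 10 min at ambient temperature / Measured by: luminescence measurement of luciferase light output / Benchmarks: low control with PBS replacing ATP, high control enzyme plus ATP without compound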
TNAP inh hi DEA – TNAP (human) inhibition, high acceptor; purified TNAP, CDP-star luminescence, 1 M DEA; AID 1135; hit rate 0.03% among 200,000; inhibition, % at 20 µM;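 active means over 50% inhibition of tissue-nonspecific alkaline phosphatase at 20 µM in the single-dose screen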;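 further: plate controls were DMSO wells for no effect and EDTA-quenched wells as full inhibition for full effect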
FLuc inhib CS – inhibits firefly luciferase, flagging false hits in luciferase inhibition screens | ATPLite firefly luciferase biochemical luminescence, 10 min | inhibition, % at 10 µM | hit rate 1.5% among 200,000;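 active means inhibition above about 50% when tested at 10 µM, limit read from the data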
The depositor's hits bear a star.

Key to letters: A = APP 5UTR inh; B = L major viab; C = bIAP inh; D = TNAP inh no acc; E = bIAP act; F = RAM inhibit; G = TNAP act hi DEA; H = FLuc stim CS; I = TNAP inh hi DEA; J = FLuc inhib CS
1) O=c1cc(C(F)F)oc2c1ccc1ccccc12
  A: 5; B: -6; C: -1; D: -9; E: 1; F: 0.8; G: 1.1; H: 1; I: -6; J: -1

2) CC(C)Cc1nc2oc3c(=O)[nH]cnc3c2c2c1CCCC2
  A: 13; B: 3; C: 4; D: 4; E: 1; F: 3.1; G: 1; H: 1.1; I: -2; J: -6

3) O=C(NCc1nc2ccccc2[nH]1)c1ccc(Cl)c(S(=O)(=O)N2CCCC2)c1
  A: -20; B: -4; C: -7; D: -8; E: 1.1; F: 0.0; G: 1; H: 1; I: -2; J: -3

4) Cc1nn(C)c(Nc2ccc(Br)cc2)c1Br
  A: 15; B: 25; C: 4; D: -5; E: 1; F: -1.1; G: 1; H: 1; I: 2; J: -2

5) O=C(COc1ccccc1F)NCC(c1ccco1)N1CCCC1 (stereo not given)
  A: 0; B: -6; C: 4; D: -14; E: 1; F: 1.0; G: 1.1; H: 1.1; I: -7; J: -6

6) Cn1c(-c2c(N)n(-c3ccccc3)c3nc4ccccc4nc23)nc2ccccc21
  A: -8; B: 75*; C: -4; D: -59; E: 1; F: 0.5; G: 1; H: 0.9; I: -3; J: 12

7) COc1cc(OC)cc(-c2nnc(SCC(=O)N3CCCC3)o2)c1
  A: 5; B: 0; C: -5; D: -8; E: 1.1; F: 0.0; G: 1; H: 1.1; I: -4; J: -6

8) Cc1ccccc1-c1nnc(NC(=O)c2cc3ccccc3oc2=O)s1
  A: -19; B: -2; C: 12; D: 18; E: 0.9; F: 2.5; G: 1; H: 1.1; I: 4; J: -5

9) Cc1nc2cc(-c3ccsc3-n3c(C)ccc3C)[nH]n2c(=O)c1Cl
  A: 2; B: -4; C: 8; D: -42; E: 0.9; F: 1.6; G: 1; H: 1.1; I: -4; J: -9

10) Cc1ccc(NC(=O)/C=C\C(=O)NCC(=O)O)cc1
  A: 9; B: 8; C: 5; D: -8; E: 0.9; F: 0.5; G: 1.1; H: 1; I: -5; J: -1

11) CC(OC(=O)c1ccccc1NCc1ccco1)C(=O)Nc1ncc(Cl)cc1Cl (stereo not given)
  A: 0; B: -5; C: 10; D: -4; E: 0.9; F: 3.2; G: 1.1; H: 1.1; I: -9; J: -8

12) CN1CCN(S(=O)(=O)c2ccc3c4c(cccc24)C(=O)N3)CC1
  A: 1; B: 6; C: -6; D: -13; E: 1.1; F: 2.4; G: 1; H: 1; I: -4; J: -2

13) Cc1ccc([N+](=O)[O-])cc1NC1OC(CO)C(O)C1O (stereo not given)
  A: -10; B: -3; C: 13; D: -13; E: 0.9; F: -0.2; G: 1; H: 1.1; I: 0; J: -10

14) COc1cc2nc(=S)n3[nH]c(CCn4nc(C)cc4C)nc3c2cc1OC
  A: 16; B: -1; C: 6; D: -6; E: 0.9; F: 0.2; G: 1; H: 1.1; I: -2; J: -8

15) CCN(CC)c1ccc(N2C(=O)/C(=C\c3cccs3)SC2=S)cc1
  A: 0; B: -6; C: 35; D: -8; E: 0.6; F: 5.0; G: 1; H: 1; I: -2; J: -4

16) COc1ccc(C(=O)Cn2nc(CNc3ccc(Br)cc3)[n+]3c2CCCCC3)cc1
  A: -2; B: 49; C: -13; D: 2; E: 1.1; F: -0.4; G: 1.1; H: 1.1; I: -7; J: -9

17) O=C(CCCOc1ccc(Cl)cc1)Nc1cccc(C(=O)O)c1
  A: -18; B: -2; C: 6; D: -8; E: 0.9; F: 0.5; G: 1; H: 1.1; I: -5; J: -6

18) NC(=O)CC[C@@H]1NC(=O)C(Cc2ccc(O)cc2)NC(=O)c2cc([N+](=O)[O-])cc(F)c2NCCC[C@@H](C(N)=O)NC1=O (stereo not given in full)
  A: 9; B: 5; C: 0; D: -1; E: 1; F: 0.1; G: 0.9; H: 1; I: 8; J: 0

19) Cc1cccc(C2Nc3ccccc3C(=O)N2c2ccc(F)cc2)n1 (stereo not given)
  A: -9; B: 4; C: -10; D: -8; E: 1.1; F: -0.1; G: 1; H: 1; I: 2; J: 1

20) CC(C)(C)NC(=O)C(c1ccc(F)cc1)N(CCc1ccccc1)C(=O)c1ccn[nH]1 (stereo not given)
  A: 7; B: 14; C: -100; D: -48; E: 2*; F: 0.9; G: 1.1; H: 1.1; I: -6; J: -7

21) C=CCn1c(C)cc(C(=O)COC(=O)/C=C/c2cccc(OC)c2)c1C
  A: -1; B: 2; C: -2; D: 1; E: 1; F: 20*; G: 1; H: 1; I: 0; J: 0

22) O=C(NCC1CC1)C1CCCN(S(=O)(=O)c2ccc(-n3cnnn3)cc2)C1 (stereo not given)
  A: 1; B: -9; C: 9; D: -14; E: 0.9; F: 3.3; G: 1; H: 1.1; I: -1; J: -9

23) CS(=O)(=O)N1CCC(C(=O)Nc2ccccc2F)CC1
  A: -1; B: -5; C: 13; D: -14; E: 0.9; F: 0.7; G: 1.1; H: 1; I: -7; J: -5

24) Cc1cc(C(F)F)n2nc(C(=O)Nc3ccc(F)cc3F)nc2n1
  A: -7; B: 0; C: 8; D: -7; E: 0.9; F: 1.5; G: 1; H: 0.9; I: 1; J: 8

25) CCC(C)NC(=O)CSC1=Nc2ccccc2C2=NC(CC(=O)NCc3ccc(F)cc3)C(=O)N12 (stereo not given)
  A: 0; B: 28; C: -1; D: -10; E: 1; F: 0.9; G: 1; H: 1; I: -2; J: -2

26) O=C(c1ccc(Cl)c(Cl)c1)N(Cc1ccco1)c1ccc(O)cc1
  A: 11; B: 70*; C: 22; D: -7; E: 0.8; F: 0.6; G: 1; H: 1.1; I: 2; J: -5

27) Cc1ccc(-c2nnc3c(C(F)(F)F)nc4ccccc4n23)cc1
  A: -11; B: 4; C: 14; D: 1; E: 0.9; F: 1.7; G: 1; H: 1.1; I: -4; J: -8

28) CC(C)CC(=O)NS(=O)(=O)c1ccc(NC(=O)c2ccco2)cc1
  A: 17; B: -6; C: 0; D: -9; E: 1; F: 2.8; G: 1; H: 1.1; I: -3; J: -8

29) CCCSc1nc(N2CCOCC2)c2c(c1C#N)CC(C)(C)SC2
  A: 18; B: -3; C: 6; D: -10; E: 0.9; F: 7.8; G: 1; H: 1; I: -2; J: 1

30) CCN(CC)c1ccc(NC(=O)C(C)C)cc1
  A: -5; B: -4; C: 6; D: -16; E: 0.9; F: 1.4; G: 1.1; H: 1; I: -7; J: -5

31) CCOc1ccc(OCC)c(NC(=O)CC2Oc3ccccc3NC2=O)c1 (stereo not given)
  A: 1; B: 7; C: 6; D: -12; E: 0.9; F: 1.9; G: 1.1; H: 1.1; I: -9; J: -7

32) O=C(Nc1ccc(N2CCOCC2)cc1)C1CCCN(S(=O)(=O)c2ccccc2)C1 (stereo not given)
  A: -1; B: -2; C: 25; D: -11; E: 0.7; F: 0.7; G: 1; H: 1.1; I: -4; J: -5

33) Cc1ccccc1C(=O)NNC(=O)C(=O)Nc1cccc(Cl)c1C
  A: -11; B: -7; C: -30; D: -24; E: 1.3; F: 3.9; G: 1; H: 1; I: -5; J: 5

34) Cc1cc(C)n(CC(=O)N2c3ccccc3Sc3ccc(C(F)(F)F)cc32)n1
  A: 20; B: 24; C: -1; D: -2; E: 1; F: -1.5; G: 1; H: 1.1; I: 2; J: -6

35) Cc1cc(C)nc(NC(=O)COc2cc(Cl)cc(Cl)c2)n1
  A: -12; B: -1; C: 13; D: -15; E: 0.9; F: 1.6; G: 1.1; H: 1.1; I: -5; J: -6

36) COc1ccc(C(CC(=O)O)NC(=O)COc2ccccc2)cc1OC (stereo not given)
  A: 8; B: -7; C: -6; D: -15; E: 1.1; F: 1.3; G: 1.1; H: 1; I: -6; J: -1

37) Cc1cccc(NC2=CC(=O)OC(C)C2)c1 (stereo not given)
  A: 4; B: -2; C: 14; D: -12; E: 0.9; F: 2.2; G: 1; H: 1.1; I: -4; J: -7

38) O=C(O)CCN(CCC(=O)O)c1nnc(SCc2ccccc2)s1
  A: -7; B: -2; C: 5; D: -10; E: 1; F: 0.4; G: 1.1; H: 1; I: -10; J: -2

39) COc1cccc(SCC2(O)CCN(C(=O)c3ccc(Cl)cc3)CC2)c1
  A: -7; B: 1; C: -14; D: -4; E: 1.1; F: 0.8; G: 1; H: 1.1; I: -4; J: -6

40) Nc1nnc(Cc2ccccc2F)s1
  A: -13; B: 1; C: 2; D: -10; E: 1; F: 1.4; G: 1; H: 1; I: -4; J: -4

41) CCOc1ccc(C(C)=O)cc1CSc1nc2nc(C)cc(C)n2n1
  A: -2; B: 7; C: -3; D: -6; E: 1; F: 0.9; G: 1; H: 1; I: 0; J: -2

42) CCN(C(=O)CSc1nnc(-c2ccc(Cl)cc2)n1C)C1CCS(=O)(=O)C1 (stereo not given)
  A: -22; B: -4; C: 1; D: -21; E: 1; F: 0.2; G: 1.1; H: 1; I: -5; J: -1

43) O=C(N/N=C/C(Cl)=C\c1ccccc1)c1cnccn1
  A: 3; B: 10; C: 8; D: 0; E: 0.9; F: 0.1; G: 1; H: 0.5; I: 2; J: 46

44) Cc1cc(C)c2nc(N3CCC(C(=O)NCc4cccnc4)CC3)sc2c1
  A: -3; B: 14; C: -18; D: -11; E: 1.2; F: 0.5; G: 1; H: 1; I: 2; J: 1

45) CCOCCCNC(=S)N1C2CCC1CC(NC(=O)NC1CCCCC1)C2 (stereo not given)
  A: -20; B: -7; C: -6; D: -6; E: 1.1; F: 1.2; G: 1; H: 1.1; I: -1; J: -7

46) O=C(NC1CCCCCC1)C1CC(=O)N(Cc2ccccc2)C1 (stereo not given)
  A: -4; B: -9; C: -5; D: -13; E: 1; F: -1.0; G: 1.1; H: 1.1; I: -8; J: -7

An excerpt of these results, screen by screen:
#31 CCOc1ccc(OCC)c(NC(=O)CC2Oc3ccccc3NC2=O)c1 (stereo not given)
#32 O=C(Nc1ccc(N2CCOCC2)cc1)C1CCCN(S(=O)(=O)c2ccccc2)C1 (stereo not given)
#33 Cc1ccccc1C(=O)NNC(=O)C(=O)Nc1cccc(Cl)c1C
#34 Cc1cc(C)n(CC(=O)N2c3ccccc3Sc3ccc(C(F)(F)F)cc32)n1
#35 Cc1cc(C)nc(NC(=O)COc2cc(Cl)cc(Cl)c2)n1
#36 COc1ccc(C(CC(=O)O)NC(=O)COc2ccccc2)cc1OC (stereo not given)
#37 Cc1cccc(NC2=CC(=O)OC(C)C2)c1 (stereo not given)
#38 O=C(O)CCN(CCC(=O)O)c1nnc(SCc2ccccc2)s1
#39 COc1cccc(SCC2(O)CCN(C(=O)c3ccc(Cl)cc3)CC2)c1
#40 Nc1nnc(Cc2ccccc2F)s1
Assay by compound,31,32,33,34,35,36,37,38,39,40
APP 5UTR inh,1,-1,-11,20,-12,8,4,-7,-7,-13
L major viab,7,-2,-7,24,-1,-7,-2,-2,1,1
bIAP inh,6,25,-30,-1,13,-6,14,5,-14,2
TNAP inh no acc,-12,-11,-24,-2,-15,-15,-12,-10,-4,-10
bIAP act,0.9,0.7,1.3,1,0.9,1.1,0.9,1,1.1,1
RAM inhibit,1.9,0.7,3.9,-1.5,1.6,1.3,2.2,0.4,0.8,1.4
TNAP act hi DEA,1.1,1,1,1,1.1,1.1,1,1.1,1,1
FLuc stim CS,1.1,1.1,1,1.1,1.1,1,1.1,1,1.1,1
TNAP inh hi DEA,-9,-4,-5,2,-5,-6,-4,-10,-4,-4
FLuc inhib CS,-7,-5,5,-6,-6,-1,-7,-2,-6,-4
